Screening data (PubChem)
Myeloid diff 2: myeloid differentiation induction. ER-HoxA9 myeloid progenitors, lysozyme-GFP differentiation, flow cytometry. calls only at 10 µM. 1% of 360,000 active;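 active = normalized GFP-positive differentiation at or above the plate's own cutoff, the solvent-only control mean plus 3 SD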;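 also: cells exposed to compound for four days before flow analysis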
human PMI inhibition: inhibitors of human PMI, primary screen, biochemical, fluorescence intensity, coupled assay (AID 1209). purified PMI enzyme, coupled fluorescence intensity; higher % means a stronger effect. one-dose inhibition, % at 20 µM; IC50 in µM for titrated hits. 0.42% of 190,000 active;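 also: plate controls were DMSO vehicle for no effect and wells lacking substrate for full effect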
XIAP antagonists: XIAP antagonists, biochemical, IAP family, fluorescence polarization (AID 1018) | XIAP BIR domain, fluorescence polarization peptide displacement; higher % means a stronger effect | 0.007% of 200,000 active | displacement, % at 20 µM; hits with a dose series show IC50 in µM; in the data active = displacement above about 50%; also: a part of the inactive calls stands beside numbers as strong as those of hits
PhoP inhibition: PhoP-dependent GFP reporter repression – Salmonella Typhimurium, primary screen (AID 1863). S. Typhimurium PhoP-regulated promoter GFP reporter, 4 h; higher % means a stronger effect. one-dose inhibition, % at 50 µM; IC50 in µM for titrated hits. 0.16% of 300,000 active;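 active = inhibition over 29.93%, a cutoff 3 SD above the screen mean, later confirmed by dose response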;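 also: 0% = low Mg2+ inducing control and 100% = high Mg2+ repressing control; strong numbers were not always called active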
TNAP activation fold: human TNAP enzyme activators, primary screen, biochemical, luminescent, no phosphate acceptor, uHTS (AID 1001) | one-dose activation fold at 20 µM; EC50 in µM for titrated hits | 0.03% of 200,000 active | purified TNAP, luminescent activation assay, no phosphate acceptor; higher activation fold means a stronger effect; in the data active = activation fold from about 3, or a potency from the dose series; inactive = the rest, 99 in 100 with activation fold below about 1.6; also: many of its hits are not listed in these tables
WT yeast gro inh: growth inhibition of WT yeast, mitochondrial fusion screen. mitochondrial fusion phenotypic screen, WT strain. inhibition, % at 10 µM. 2.1% of 190,000 active. AID 1362; in the data active = inhibition above about 58%; tested in S. cerevisiae
Siah-1 displacement: blockers of Siah-1 interaction with plectin peptide – biochemical, fluorescence polarization, rhodamine-plectin, uHTS, primary screen (AID 1817). Siah-1 / rhodamine-plectin peptide fluorescence polarization; higher % means a stronger effect. displacement, % at 20 µM, or IC50 in µM where a hit was titrated. 0.02% of 290,000 active;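 active = displacement of at least 50% at 20 µM, with a fluorescence ratio check between 0.3 and a set limit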;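 also: plate controls were Siah plus tracer with DMSO for no effect and tracer alone without Siah for full effect; strong numbers were not always called active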
human PMI inhibitors: human PMI inhibitors, high substrate, primary screen, biochemical, fluorescence intensity, high mannose 6-phosphate (AID 1220); recombinant PMI enzyme, coupled fluorescence intensity; higher % means a stronger effect; inhibition, % at 20 µM; hits with a dose series show IC50 in µM; 0.66% of 190,000 active
RSV antiviral HEp-2: RSV antiviral activity via CPE protection, HEp-2 cells, primary 10 µM value included (AID 2391); one-dose CPE inhibition, % at 10 µM; IC50 in µM for titrated hits; 0.13% of 310,000 active; HEp-2 cells, RSV-induced CPE inhibition; higher % means a stronger effect; in the data active = a potency from the dose series; also: strong numbers were not always called active
WT yeast gro inh mutant strain: recorded beside WT yeast gro inh, whose call it bears; inhibition, %; mitochondrial fusion phenotypic screen, mutant strain inhibition
Myeloid diff 2 GFP+ MAC1+ %: further read-out of Myeloid diff 2, marked with its call; GFP+ MAC1+ double positive, %; measured here: differentiation confirmed by MAC1 staining
An asterisk follows results filed as active; ! = repeats disagree. Rule as the data show it, unless noted: active = inhibition above about 50%; inactive = the rest.

Results for CC(=O)NNC(=S)Nc1cccc(F)c1 ?
Myeloid diff 2: inactive; PhoP inhibition: -8%; Siah-1 displacement: 20%; RSV antiviral HEp-2: 0.9%; Myeloid diff 2 GFP+ MAC1+ %: 0.8

How did COc1ccc(CN2CC(C(=O)NCCc3ccc(Cl)cc3)CC2=O)cc1 (stereo unspecified) do in these assays?
Myeloid diff 2: inactive; PhoP inhibition: 4%; Siah-1 displacement: 5%; RSV antiviral HEp-2: 0.7%; Myeloid diff 2 GFP+ MAC1+ %: 2.1

What do the screens show for `CCOc1ccc(CC(=O)NNC(=S)NC)cc1`?
Myeloid diff 2: inactive; PhoP inhibition: -8%; Siah-1 displacement: -4%; RSV antiviral HEp-2: 1.5%; Myeloid diff 2 GFP+ MAC1+ %: 0.2

What do the screens show for `CCCCN(CCCC)C(=O)c1ccccc1NC(=O)CN1C(=O)c2ccccc2C1=O`?
Myeloid diff 2: inactive; human PMI inhibition: -4%; XIAP antagonists: -9.5%; PhoP inhibition: -6%; TNAP activation fold: 1; WT yeast gro inh: 4; Siah-1 displacement: 1%; human PMI inhibitors: -8%; RSV antiviral HEp-2: -0.7%; WT yeast gro inh mutant strain: 10; Myeloid diff 2 GFP+ MAC1+ %: 1.1

Results for O=C(c1ccco1)N1CCN(Cc2cn[nH]c2-c2cccc3ccccc23)CC1 ?
Myeloid diff 2: inactive; PhoP inhibition: -7%; Siah-1 displacement: -1%; RSV antiviral HEp-2: 2.0%; Myeloid diff 2 GFP+ MAC1+ %: 0.2

How did c1coc(CNc2nc3nonc3nc2NCc2ccco2)c1 do in these assays?
Myeloid diff 2: inactive; human PMI inhibition: -2%; XIAP antagonists: -5.2%; PhoP inhibition: -14%; TNAP activation fold: 1.6; WT yeast gro inh: 8; Siah-1 displacement: -1%; human PMI inhibitors: -19%; RSV antiviral HEp-2: 0.7%; WT yeast gro inh mutant strain: 9; Myeloid diff 2 GFP+ MAC1+ %: 0.7

Results for COCCCNC(=O)CSc1nc2sc(C(=O)OC)c(C)c2c(=O)n1N ?
Myeloid diff 2: inactive; human PMI inhibition: -2%; XIAP antagonists: -6.4%; PhoP inhibition: 6%; TNAP activation fold: 1; WT yeast gro inh: 0; Siah-1 displacement: -3%; human PMI inhibitors: 6%; RSV antiviral HEp-2: 0.3%; WT yeast gro inh mutant strain: 6; Myeloid diff 2 GFP+ MAC1+ %: 0.6

How did CCN1CCN(CC(=O)Nc2nc3ccc(C)cc3s2)CC1 do in these assays?
Myeloid diff 2: inactive; PhoP inhibition: 2%; Siah-1 displacement: 3%; RSV antiviral HEp-2: -1.0%; Myeloid diff 2 GFP+ MAC1+ %: 0.7

How did CC(=O)n1cc([C@H]2C=C(C(=O)Nc3ccccc3)O[C@@H](OCCCCO)C2)c2ccccc21 do in these assays?
Myeloid diff 2: inactive; human PMI inhibition: 9%; XIAP antagonists: -4.9%; PhoP inhibition: -3%; TNAP activation fold: 1.1; WT yeast gro inh: 6; Siah-1 displacement: 0%; human PMI inhibitors: 14%; RSV antiviral HEp-2: 0.8%; WT yeast gro inh mutant strain: -2; Myeloid diff 2 GFP+ MAC1+ %: 0.5

Results for O=C(NCCCNCc1ccccc1)c1ccccn1 ?
Myeloid diff 2: active!; human PMI inhibition: 14%; XIAP antagonists: -2.6%; PhoP inhibition: -4%; TNAP activation fold: 1.1; WT yeast gro inh: -5; Siah-1 displacement: 8%; human PMI inhibitors: 11%; RSV antiviral HEp-2: -0.4%; WT yeast gro inh mutant strain: 4; Myeloid diff 2 GFP+ MAC1+ %: 17*!

Results for O=C(COc1ccc2ccccc2c1Br)NC(=S)Nc1cccc(CO)c1 ?
Myeloid diff 2: inactive; human PMI inhibition: 4%; XIAP antagonists: -7.6%; PhoP inhibition: -1%; TNAP activation fold: 1.1; WT yeast gro inh: 11; Siah-1 displacement: 18%; human PMI inhibitors: -2%; RSV antiviral HEp-2: 5.5%; WT yeast gro inh mutant strain: 23; Myeloid diff 2 GFP+ MAC1+ %: 0.2

What do the screens show for `O=C(CSc1ccc2nnc(-c3cccs3)n2n1)N1CCCC1`?
Myeloid diff 2: inactive; human PMI inhibition: -50%; XIAP antagonists: -2.8%; PhoP inhibition: 1%; TNAP activation fold: 1.1; WT yeast gro inh: -1; Siah-1 displacement: -2%; human PMI inhibitors: -66%; RSV antiviral HEp-2: -0.2%; WT yeast gro inh mutant strain: -20; Myeloid diff 2 GFP+ MAC1+ %: 1.2

Next section (three carried over from the part before).
Results for O=C(NCCCNCc1ccccc1)c1ccccn1 ?
Myeloid diff 2: active!; human PMI inhibition: 14%; XIAP antagonists: -2.6%; PhoP inhibition: -4%; TNAP activation fold: 1.1; WT yeast gro inh: -5; Siah-1 displacement: 8%; human PMI inhibitors: 11%; RSV antiviral HEp-2: -0.4%; WT yeast gro inh mutant strain: 4; Myeloid diff 2 GFP+ MAC1+ %: 17*!

Results for O=C(COc1ccc2ccccc2c1Br)NC(=S)Nc1cccc(CO)c1 ?
Myeloid diff 2: inactive; human PMI inhibition: 4%; XIAP antagonists: -7.6%; PhoP inhibition: -1%; TNAP activation fold: 1.1; WT yeast gro inh: 11; Siah-1 displacement: 18%; human PMI inhibitors: -2%; RSV antiviral HEp-2: 5.5%; WT yeast gro inh mutant strain: 23; Myeloid diff 2 GFP+ MAC1+ %: 0.2

What do the screens show for `O=C(CSc1ccc2nnc(-c3cccs3)n2n1)N1CCCC1`?
Myeloid diff 2: inactive; human PMI inhibition: -50%; XIAP antagonists: -2.8%; PhoP inhibition: 1%; TNAP activation fold: 1.1; WT yeast gro inh: -1; Siah-1 displacement: -2%; human PMI inhibitors: -66%; RSV antiviral HEp-2: -0.2%; WT yeast gro inh mutant strain: -20; Myeloid diff 2 GFP+ MAC1+ %: 1.2

What do the screens show for `S=C(NCCc1ccccc1)NCCN1CCOCC1`?
Myeloid diff 2: inactive; PhoP inhibition: 14%; Siah-1 displacement: 6%; RSV antiviral HEp-2: 0.6%; Myeloid diff 2 GFP+ MAC1+ %: 0.3

What do the screens show for `Cc1cc(/C=C(\C#N)C(=O)O)c(C)n1CC1CCCO1` (stereo unspecified)?
Myeloid diff 2: inactive; human PMI inhibition: -14%; XIAP antagonists: -4.7%; PhoP inhibition: 8%; TNAP activation fold: 1; WT yeast gro inh: 14; Siah-1 displacement: -1%; human PMI inhibitors: 1%; RSV antiviral HEp-2: 2.9%; WT yeast gro inh mutant strain: -10; Myeloid diff 2 GFP+ MAC1+ %: 0.5

Results for NC(=O)c1cccn1Cc1ccccc1Cl ?
Myeloid diff 2: inactive; human PMI inhibition: -4%; XIAP antagonists: -5.6%; PhoP inhibition: 15%; TNAP activation fold: 1.1; WT yeast gro inh: -25; Siah-1 displacement: -3%; human PMI inhibitors: -8%; RSV antiviral HEp-2: -0.5%; WT yeast gro inh mutant strain: -11; Myeloid diff 2 GFP+ MAC1+ %: 9.4

Results for CC(C)c1ccc(NC(=O)C(c2ccccc2)N2CCN(C(=O)c3ccco3)CC2)cc1 (stereo unspecified) ?
Myeloid diff 2: inactive; human PMI inhibition: 10%; XIAP antagonists: -4.5%; PhoP inhibition: 3%; TNAP activation fold: 1.2; WT yeast gro inh: -5; Siah-1 displacement: 0%; human PMI inhibitors: 24%; RSV antiviral HEp-2: 14%; WT yeast gro inh mutant strain: 4; Myeloid diff 2 GFP+ MAC1+ %: 0.8

What do the screens show for `Cc1c(Cl)cccc1NC(=S)NCCc1ccc(S(N)(=O)=O)cc1`?
Myeloid diff 2: inactive; human PMI inhibition: 8%; XIAP antagonists: -8.0%; PhoP inhibition: -12%; TNAP activation fold: 0.9; WT yeast gro inh: -7; Siah-1 displacement: 1%; human PMI inhibitors: 0%; RSV antiviral HEp-2: 1.0%; WT yeast gro inh mutant strain: 14; Myeloid diff 2 GFP+ MAC1+ %: 0.3

Results for O=C(CCSc1ccc(Cl)cc1)NC1CCCC1 ?
Myeloid diff 2: inactive; PhoP inhibition: -2%; Siah-1 displacement: 10%; RSV antiviral HEp-2: 2.0%; Myeloid diff 2 GFP+ MAC1+ %: 0.5

Results for CC(=O)NN1C(=O)c2ccccc2NC1c1ccccc1F (stereo unspecified) ?
Myeloid diff 2: inactive; PhoP inhibition: -3%; Siah-1 displacement: 2%; RSV antiviral HEp-2: 1.0%; Myeloid diff 2 GFP+ MAC1+ %: 0.8

What do the screens show for `Cc1ccc(NC2CCCN(C(=O)c3cccs3)C2)cc1C` (stereo unspecified)?
Myeloid diff 2: inactive; PhoP inhibition: -4%; Siah-1 displacement: 5%; RSV antiviral HEp-2: 0.4%; Myeloid diff 2 GFP+ MAC1+ %: 2.9

What do the screens show for `CCN1CCCc2cc(CN(CCN3CCOCC3)C(=S)Nc3ccc(OC)c(Cl)c3)ccc21`?
Myeloid diff 2: inactive; human PMI inhibition: -1%; XIAP antagonists: -3.8%; PhoP inhibition: -2%; TNAP activation fold: 1.1; WT yeast gro inh: -16; Siah-1 displacement: 15%; human PMI inhibitors: 8%; RSV antiviral HEp-2: 3.9%; WT yeast gro inh mutant strain: -5; Myeloid diff 2 GFP+ MAC1+ %: 0.2

What do the screens show for `CS(=O)(=O)N1N=C(c2ccco2)CC1c1ccccc1Cl` (stereo unspecified)?
Myeloid diff 2: inactive; PhoP inhibition: 2%; Siah-1 displacement: -1%; RSV antiviral HEp-2: 1.8%; Myeloid diff 2 GFP+ MAC1+ %: 0.3

What do the screens show for `COc1cccc2cc(C(C)=O)oc12`?
Myeloid diff 2: inactive; human PMI inhibition: -2%; XIAP antagonists: 0.2%; PhoP inhibition: 14%; TNAP activation fold: 1.2; WT yeast gro inh: 9; Siah-1 displacement: 12%; human PMI inhibitors: 4%; RSV antiviral HEp-2: 5.4%; WT yeast gro inh mutant strain: -13; Myeloid diff 2 GFP+ MAC1+ %: 0.6

Results for CCOc1ncccc1C(=O)OCC(=O)Nc1cc(C(=O)OC)ccc1C(=O)OC ?
human PMI inhibition: 10%; XIAP antagonists: -1.6%; TNAP activation fold: 1.1; WT yeast gro inh: 7; Siah-1 displacement: 5%; human PMI inhibitors: 8%; WT yeast gro inh mutant strain: 2

What do the screens show for `CC(C)Sc1nc2ccsc2c(=O)[nH]1`?
Myeloid diff 2: inactive; human PMI inhibition: 0%; XIAP antagonists: -4.8%; PhoP inhibition: -6%; TNAP activation fold: 1.1; WT yeast gro inh: 5; Siah-1 displacement: -7%; human PMI inhibitors: 2%; RSV antiviral HEp-2: 1.5%; WT yeast gro inh mutant strain: 6; Myeloid diff 2 GFP+ MAC1+ %: 0.3

How did O=C(CN(C(=O)C1COc2ccccc2O1)c1ccccc1)NCC1CCCO1 (stereo unspecified) do in these assays?
Myeloid diff 2: inactive; human PMI inhibition: -6%; XIAP antagonists: -0.9%; PhoP inhibition: 8%; TNAP activation fold: 1.1; WT yeast gro inh: 8; Siah-1 displacement: -1%; human PMI inhibitors: -3%; RSV antiviral HEp-2: 3.9%; WT yeast gro inh mutant strain: 6; Myeloid diff 2 GFP+ MAC1+ %: 9.5

Results for COc1cc2cc(Oc3ccc4ccc(=O)oc4c3)c(=O)oc2cc1OC(C)=O ?
Myeloid diff 2: inactive; human PMI inhibition: -1%; XIAP antagonists: -7.7%; PhoP inhibition: 4%; TNAP activation fold: 1.1; WT yeast gro inh: 0; Siah-1 displacement: 3%; human PMI inhibitors: -10%; RSV antiviral HEp-2: 1.2%; WT yeast gro inh mutant strain: 0; Myeloid diff 2 GFP+ MAC1+ %: 2.4
